Compound activity deposited in PubChem BioAssay by National Center for Advancing Translational Sciences (NCATS).
ALOX12 inhib: 12-hLO (ALOX12) enzyme inhibition; purified 12-hLO, xylenol orange hydroperoxide absorbance; Potency, µM (top dose mostly 57.1 µM), for inactives: at the highest dose activity change, negative = inhibition, hits mostly inhibitors; 150,000 compounds, 0.12% hits; note: potency is the fitted concentration of half-maximal effect; nearly all actives have a fitted effect of over 55% in size; many of its hits are not listed in these tables
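Purified human 12hLO (150 nM final) was preincubated with compounds for 15 min at room temperature in 25 mM Hepes pH 7.0, 0.01% Triton X-100, then reacted with 40 uM arachidonic acid for 30 min. Hydroperoxide was detected with ferrous iron/xylenol orange.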
PNC inhibitor: blocks assembly of the perinucleolar compartment. PC3M PTB-GFP, PNC prevalence imaging, 16 h; stronger effect = lower value. activity change (PNC), negative = inhibition, % at 10 µM. 140,000 compounds, 3.1% hits. AID 2417;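 active = readout at or below -70, meaning at least 70% loss of cells showing the perinucleolar compartment, a nuclear body marking cancer cells; inconclusive = readout between -30 and a set limit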;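 note: plate controls were DMSO wells for no effect and camptothecin positive control wells for full effect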
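Read-out is percentage of cells bearing a perinucleolar compartment, from automated 20x imaging of fixed, Hoechst-stained PC3M PTB-GFP cells. Cells were seeded 4 h, then exposed 16 h to compound (23 nl of library stock) in duplicate plates.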
ALOX15B inhib: inhibitors of human 15-lipoxygenase 2 (ALOX15B); O15296; purified 15hLO-2, xylenol orange hydroperoxide absorbance; Potency, µM (doses to about 57.1 µM), inactives show at the top dose activity change, negative = inhibition, actives largely listed as inhibitors; 110,000 compounds, 0.56% hits; note: potency is the fitted concentration of half-maximal effect; nearly all actives have a fitted effect of over 60% in size; many of its hits are not listed in these tables
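Purified human 15hLO-2 (50 nM) preincubated 15 min with compound, then 45 uM arachidonic acid for 90 min at RT in 25 mM Hepes pH 7.5, 0.01% Triton X-100. Hydroperoxide detected by Fe-xylenol orange; 573/405 nm absorbance ratio.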
IMPase inh: membrane-permeable compound that blocks inositol monophosphatase; CHO-M1 cells, IP1 accumulation, HTRF TR-FRET ratio; inhibition (IP1 accumulation), % at 46.1 µM; 120,000 tested, under 10 active; active = well fitted curve in the direction sought with a large enough effect in the signal ratio, not every such curve was filed as active; inconclusive = small, poorly fitted or top-dose-only effect, or a change in a side signal; inactive = no such curve, though single readings can be large or run the other way; the % refers to the signal ratio;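 note: cells stimulated with carbachol in lithium chloride buffer; plate controls were DMSO basal wells for no effect and reference inhibitor wells for full effect; higher means more IMPase inhibition seen as more IP1 and lower FRET ratio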
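The IP-One HTRF competitive assay in carbachol-stimulated CHO-M1 cells quantifies cellular IP1. Compounds spanned up to 46 uM final, and activity is expressed as AC50 from concentration-response fits of the ratio and donor data.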
Starred values were filed as active, the others as inactive; ? = inconclusive; · = no result given; [ ] = another dose, or the depositor's remark. Unless noted, calls come from the whole dose curve; as a rule, active = well fitted curve in the direction sought with a large enough effect; inconclusive = small, poorly fitted or top-dose-only effect, or another doubt; inactive = no such curve, though single readings can be large; an effect the other way counts as inactive or inconclusive. Unless noted, % is set by controls: 0 for no effect and ±100 for the full control effect. Some of the compounds tested; rates above refer to the full screens.

Every second line gives: ALOX12 inhib, PNC inhibitor, ALOX15B inhib, IMPase inh
Cc1nnc(SCC(=O)Nc2ccc(Cl)cn2)[nH]c1=O
  -2.2%, 7.1, ·, 13.2
CC1CCN(C(=O)/C=C/c2ccc(C(C)(C)C)cc2)CC1
  -2.3%, 27.4, ·, ·
COc1ccccc1CNC(=O)c1c(-c2ccccc2)nn(-c2ccccc2)c1C
  1.7%, 19.7, 1.7%, 6.9
CCOC(=O)c1sc2nc(C)cc(-c3ccccc3)c2c1N
  3.3%, ?, ·, -8.2
Cc1nc(N)sc1-c1nnc(SCC(=O)Nc2ccccc2C(F)(F)F)n1C
  -1.0%, 6.7, 2.7%, 4.5
COc1cccc(-n2nnnc2SCC(=O)Nc2cccc(C)n2)c1
  -8.0%, 1.9, 5.9%, -6.7
C#CCOCCOCCOCCNc1nc(N2CCN(C(=O)[C@H](C(C)C)n3cc(CCO)nn3)CC2)nc(N2CCN(C(=O)[C@H](CCCCN)n3cc(CCCC)nn3)CC2)n1
  4.5%, 30.6, ·, ·
Cc1ccc(N2C(=O)C3NN=C(C(=O)OCc4ccccc4)C3C2=O)cc1 (stereo not given)
  2.2%, 2.4, ·, ·
Cc1csc2ncc(C(=O)NC(C)c3ccccc3)c(=O)n12 (stereo not given)
  3.7%, ?, 0.3%, -11.9
O=C(c1cccn2c(=O)c3ccc(Cl)cc3nc12)N1CCN(Cc2ccc3c(c2)OCO3)CC1
  -12.5%, -12.9, 19.6%, -6.6
CCCCN(C)CCCNC(=O)Cn1c(=O)sc2ccccc21
  2.7%, -0.9, 2.9%, 2.8
COc1ccc(/C=C/C(=O)NCCSCc2ccco2)cc1
  1.0%, 38.9, ·, ·
Nc1cccc2c1C(=O)N(C(=O)c1cccc(S(=O)(=O)N3CCCC3)c1)C2=O
  ?, ?, -16.5%, -9.1
CCc1ccc(NC(=O)c2cnc3scc(C)n3c2=O)cc1
  3.0%, 1.7, -4.6%, -13.0
Cc1ccc(O)c(NC(=O)COc2cc(C)ccc2C)c1
  0.7%, -3.5, -8.4%, 4.4
CCOC(=O)c1cc2sc(C)cc2n1CC(=O)N1CCOCC1
  -1.9%, -1.5, -1.4%, 3.6
O=S(=O)(c1ccc(Cl)cc1)N1CCN=C1SCc1cccc(Cl)c1
  -4.0%, 22.7, ·, ·
CCOC(=O)/C=C/C(=O)OCC(=O)Nc1ccc(Cl)cn1
  4.9%, 9.8, -7.6%, 5.0
O=S(=O)(c1ccccc1C(F)(F)F)N1CCOCC1
  -0.4%, 3.0, -7.9%, 4.2
CCC1CCCCN1C(=O)C1CC(c2cc(Cl)c(OC)cc2OC)=NO1 (stereo not given)
  -4.2%, 25.0, 1.8%, -0.2
Cc1cc(C)c2c(N=NN3CCOCC3)[nH]nc2n1
  -1.2%, 22.9, ·, ·
C=CCc1cccc2cc(C(=O)NC)c(=O)oc12
  -1.7%, 10.8, -1.5%, 11.1
Cc1ccc(S(=O)(=O)N/N=C/c2c(F)cccc2Cl)cc1
  -8.8%, -2.1, ·, ·
O=C(O)CSCC(=O)Nc1ccc(C(=O)O)cc1
  -1.6%, -16.5, -2.7%, -5.5
Cc1ccc2cc(/C=C(\C#N)C(N)=O)c(N3CCCCC3)nc2c1
  3.4%, -15.3, ·, ·
COc1ccc(C(NC(=O)CNC(C)=O)C(=O)Nc2ccc(C(C)C)cc2)cc1 (stereo not given)
  0.8%, ?, 5.9%[11.4 µM], 23.8[1.84 µM]
Cc1ccc(-c2csc3ncnc(Oc4ccc5c(C)cc(=O)oc5c4)c23)cc1
  -2.5%, ?, ·, ·
O=C(Nc1ccc(Cl)cc1)N(Cc1nc2ccccc2c(=O)[nH]1)Cc1cccs1
  -2.1%, ?, ·, 5.2
CC(/C=C/c1ccco1)=N\NC(=O)c1cccnc1
  -15.6%, -24.3, -0.3%, -2.1
COc1ccc(OCC(=O)N/N=C2\CCc3ccccc32)cc1
  9.2%, 27.5, -2.9%, 1.5

(listing goes on)
Every second line gives: ALOX12 inhib, PNC inhibitor, ALOX15B inhib, IMPase inh
COc1ccc(-c2nnc(SCc3nnc(-c4cccs4)o3)n2CC2CCCO2)cc1 (stereo not given)
  1.6%, ?, ·, 15.7
Cc1cccc(OCC(=O)Nc2ccc(S(=O)(=O)N3CCN(C)CC3)cc2)c1
  9.8%, ?, ·, 9.5
Cc1cc(=O)[nH]c(=S)n1-c1ccccc1
  -2.1%, -122.4*, 9.0%[2.29 µM], 0.1
CCOc1ccccc1NC(=O)c1cccc2c1C(=O)N(CCOC)C2
  -12.2%, -20.0, 0.7%, 6.0
COC(=O)C(NC(=O)c1ccccc1)(Nc1nc(C)cs1)C(F)(F)F (stereo not given)
  -9.0%, -0.3, -4.5%, 7.3
CC(NC(=O)c1ccc(N(C)C)cc1)C1CC2CCC1C2 (stereo not given)
  -6.2%, ?, 0.8%, 10.4
COCCN1Cc2c(sc(C)c2C)N(C(=O)c2ccccc2)C1
  -9.3%, -2.6, 6.5%, 3.1
CCCn1c(C)cs/c1=N\C(=S)Nc1ccccc1
  -1.3%, -27.5, ·, ·
CC(C)(C)c1ccc(C(=O)c2c[nH]c(C(=O)NCCCN3CCOCC3)c2)cc1
  0.9%, ?, 25.0%, 5.9
Cc1ccccc1Cn1ccc(NC(=O)CCSc2nc(-c3ccco3)cc(C(F)(F)F)n2)n1
  -8.8%, 18.3, 5.7%, 4.0
COc1ccc(OC)c(S(=O)(=O)N(C)CC(=O)O)c1
  -1.6%, 21.2, -3.5%, 6.3
N#C/C(=C/c1ccc(-c2ccc(S(N)(=O)=O)cc2)o1)C(=O)Nc1ccccc1
  -4.4%, 43.8, ·, ·
NC(=O)C1CCN(C(=O)CSc2ccccn2)CC1
  0.7%, -3.1, 2.3%, -1.8
CSc1nc2sc3c(c2c(=O)[nH]1)CCCC3
  -11.4%, ?, 5.8%, -0.1
COc1ccccc1NC(=O)C1=C(C)NC(=O)NC1c1ccccc1F (stereo not given)
  -5.0%, -27.4, -1.4%, 5.9
O=C(Nc1nc(-c2nc3ccccc3s2)cs1)c1ccco1
  0.6%, ?, ·, -11.0
CC12CNCC(C)(CN(C(c3ccccc3)c3ccccc3)C1)C2
  -0.5%, 343.9, ·, 13.4
CCOc1ccc(N2C(=O)CC(Sc3nccc(C)n3)C2=O)cc1 (stereo not given)
  4.0%, ?, -0.8%, -0.4
Cc1ccc(NC(=O)c2cccs2)cc1S(=O)(=O)N(C)C
  6.7%, 22.8, ·, ·
C=CCN(CC=C)C(=S)NC(=O)/C=C/c1ccc(OC)cc1
  -1.7%, ?, ·, ·
O=[N+]([O-])c1ccc(COc2ccc(-c3[nH]ncc3-c3ccccc3)c(O)c2)cc1
  -17.4%, 0.0, ·, 0.6
Cc1nn(-c2ccccc2)c2[nH]c(=O)c(CNc3ccc(N4CCOCC4)cc3)cc12
  ?, -12.9, 15.8µM*, 7.4
CCN1CCN(CCC(=O)Nc2ccccc2OC)CC1
  -5.1%, -8.5, 3.9%, 3.8
COc1ccc(C(=O)Sc2ccc(C)cc2)cc1OC
  -1.8%, ?, 10.8%, -3.2
O=C(C1CC1)N1CCc2cc(Br)cc(S(=O)(=O)NCCCN3CCCC3)c21
  3.1%, -24.1, 7.9%, 15.2
Cc1cccc(OCCn2c(NC(=O)c3ccco3)nc3ccccc32)c1
  -4.7%, -24.3, 13.2%, 0.4
CN(CC(=O)Nc1ccc(F)c(F)c1F)c1cnccn1
  -2.6%, -100.0*, 4.1%, -9.6
COCCn1c(SCc2nc3ccccc3c(=O)[nH]2)nnc1-c1ccncc1
  0.7%, ?, 23.5%, -12.7
C=CCNc1nc(-c2sc(NC(C)=O)nc2C)cs1
  -6.4%, -18.9, -4.9%, ?
Cn1c(=O)c2c(nc(NCc3ccc4c(c3)OCO4)n2Cc2ccccc2Cl)n(C)c1=O
  -14.0%, 52.3, -12.7%, 5.4

Other entries follow.
Every second line gives: ALOX12 inhib, PNC inhibitor, ALOX15B inhib, IMPase inh
C[C@H](Br)C(=O)Nc1ccc(C(=O)O)c(O)c1
  -6.0%[11.4 µM], ·, -12.1%[11.4 µM], ·
CN1/C(=C\C=C2\N=C(c3ccc(F)cc3)OC2=O)C(C)(C)c2ccccc21
  -14.1%, 17.5, -14.7%, 6.4
O=C(CSc1ccc2ccccc2c1)Nc1nc2ccccc2[nH]1
  4.6%, ?, ·, ·
O=C(Cc1ccccc1)NCC(=O)OCC(=O)c1ccc(Cl)c([N+](=O)[O-])c1
  -2.7%, ?, ·, 3.6
CCOC(=O)C1C(=O)NC(SCC(N)=O)=C(C#N)C1c1ccccc1OCC (stereo not given)
  -7.8%, 15.2, -18.3%, -5.7
Cc1ccc(C)c(NC(=O)CSc2n[nH]c(-c3ccncc3)n2)c1
  -1.5%, -10.9, 2.6%, 5.8
Cc1ccc(CN(CC(=O)N/N=C/c2ccccc2[N+](=O)[O-])S(=O)(=O)c2ccc(C)cc2)cc1
  -9.1%, 17.8, -15.7%, 3.1
O=C(c1ccc(OCC2CCCO2)cc1)N1CCN(c2ccccc2)CC1 (stereo not given)
  -1.6%, ?, 0.5%, -2.1
Cc1ccc(NCc2nnc(SCC(=O)NCc3ccco3)n2CC2CCCO2)c(C)c1 (stereo not given)
  -1.8%, 31.2, 1.1%, -2.3
CC(=O)Nc1ccc(C(=O)OCC(=O)Nc2ccccc2Sc2ccccc2)cc1
  3.2%, 5.4, ·, ·
CCCCC(=O)Nc1cc(C)c2c(=O)oc3ccccc3c2n1
  0.6%, -4.9, -5.3%, 3.6
CC1(C)CC(=O)C(C=NC(CCC(N)=O)C(=O)O)=C(O)C1 (stereo not given)
  -0.2%, ?, 2.9%, -1.9
Cc1c(N=C2SCC(=O)N2/N=C\c2ccc(Br)cc2)c(=O)n(-c2ccccc2)n1C
  -2.4%, -19.1, ·, -3.1
C/C(=N/Nc1nc(-c2ccccc2)cc(-c2ccccc2)n1)c1ccc(N)cc1
  -2.1%, -3.0, ·, 0.5
COc1cc(-c2nc(-c3ccc(C)nc3OC)no2)cc(OC)c1OC
  0.7%, 22.6, -4.0%, 1.9
N#CC1=C(N)Oc2cc(N)ccc2C1C1CCCCC1 (stereo not given)
  -4.6%, 25.6, -5.4%, 8.0
CCOc1ccc(CCNC(=O)COC(=O)c2nc3nc(C)cc(C)n3n2)cc1OCC
  4.1%, -13.5, ·, ·
O=C(Nc1ccc(-c2nc3ccccc3o2)c(O)c1)c1cc(-n2cnnc2)ccc1Cl
  -2.1%, 15.7, 19.1%, -6.3
CC(C)(C#N)C(C)(C)c1nn[nH]n1
  -0.4%, ?, -3.3%, -1.8
O=C(Cn1c(=O)n(Cc2ccco2)c(=O)c2cc(Cl)ccc21)NCC1CCCO1 (stereo not given)
  -5.2%, ?, 2.2%, 12.2
CCOc1ccc(CCNC(=O)C2CCN(c3nnc(-n4cccc4)s3)CC2)cc1
  3.1%, 6.8, 0.4%, 5.3
CN(C)c1ncc2ncc(=O)n(Cc3ccc(F)cc3)c2n1
  -1.1%, ·, 0.2%, ·
S=C(Nc1cccc(Cl)c1)N1CCN(Cc2ccccc2)CC1
  -2.0%, -80.1*, ·, ·
CCn1c(SCC(=O)N2CCOCC2)nc(O)cc1=O
  -3.6%, 25.0, 5.0%, 2.7
C=CCn1c(SCC(=O)NC2CCCCC2)nnc1-c1sc(N)nc1C
  5.6%, ?, -2.3%, -0.6
N#CC1=C(N)n2c(s/c(=C\c3cccs3)c2=O)=C(C#N)C1c1cccs1 (stereo not given)
  -6.3%, -11.1, ·, -12.1
CN(C)CCCN1c2ccccc2Sc2ccc(C(F)(F)F)cc21
  -5.4%, -114.6*, 47.7%[activator], 20.0[20.6 µM]
O=C(Nc1cc(C(F)(F)F)ccc1-n1cncn1)c1ccc(Cl)cc1
  -8.3%, -10.0, 5.0%, 0.3
